Wnt bcat act – activates Wnt/beta-catenin signaling in a reporter cell assay | activator, plate reader | activation, % at 9.35 µM | 1.2% of 300,000 active | AID 743398; in the data active = activation above about 30%, passing the limit was not always enough;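 note: 0% = neutral control wells and 100% = positive control wells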
MITF act – increases MITF-driven TRPM1 promoter luciferase signal. SK-MEL-5 TRPM1-promoter luciferase, 24 h; % of positive control, neutral wells = 0. activation, % at 12.5 µM. 0.75% of 300,000 active;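 active = mean activation of at least 80% with every replicate also reaching 80%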;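 note: 0% = neutral control wells and 100% = parthenolide positive control wells; values of inactives mirror those of a sister screen read the other way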
dFosB activator – enhances mouse delta FosB homodimer DNA binding; P13346; purified delta FosB, TAMRA-CDK5 oligo fluorescence polarization; percent of positive-control signal above neutral wells; activation, % at 25 µM; 0.99% of 340,000 active; AID 493131;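 active = mean activation above about 17%, with every replicate also reaching it, limit read from the data, passing the limit was not always enough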;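 note: fluorescence polarization rise as delta FosB binds a TAMRA Cdk5 AP-1 oligo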
Target sequence (P13346 whole entry, looked up): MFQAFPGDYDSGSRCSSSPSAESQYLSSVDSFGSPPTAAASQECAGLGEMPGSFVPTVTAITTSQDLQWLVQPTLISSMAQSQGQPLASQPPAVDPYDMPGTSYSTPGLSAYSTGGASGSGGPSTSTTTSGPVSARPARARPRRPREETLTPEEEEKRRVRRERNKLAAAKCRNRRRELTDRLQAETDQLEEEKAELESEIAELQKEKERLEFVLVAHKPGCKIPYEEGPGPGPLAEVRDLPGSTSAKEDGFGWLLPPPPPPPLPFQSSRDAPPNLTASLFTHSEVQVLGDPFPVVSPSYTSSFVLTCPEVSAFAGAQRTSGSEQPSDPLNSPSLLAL
SR-BI HDL uptake – inhibitors of mouse SR-BI mediated HDL lipid uptake; inhibition, % at 12.5 µM; ldlA[mSR-BI] CHO cells, DiI-HDL uptake fluorescence, 3 h; Q61009; 0.96% of 320,000 active;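 active = mean replicate inhibition of at least 70% and a set share of replicates each scoring 70 or more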;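 note: 0% = median of neutral control wells and 100% = median of positive control wells; values of inactives mirror those of a sister screen read the other way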
Rtt109 Vps75 – inhibitors of Candida albicans Rtt109/Vps75 histone acetyltransferase; 0.16% of 330,000 active; inhibition, % at 34.9 µM; AID 540336; purified Rtt109/Vps75, ThioGlo CoA-SH fluorescence, 4 h;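 active = inhibition of at least 50% in every replicate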
Target sequence (Q5AAJ8 whole entry, looked up): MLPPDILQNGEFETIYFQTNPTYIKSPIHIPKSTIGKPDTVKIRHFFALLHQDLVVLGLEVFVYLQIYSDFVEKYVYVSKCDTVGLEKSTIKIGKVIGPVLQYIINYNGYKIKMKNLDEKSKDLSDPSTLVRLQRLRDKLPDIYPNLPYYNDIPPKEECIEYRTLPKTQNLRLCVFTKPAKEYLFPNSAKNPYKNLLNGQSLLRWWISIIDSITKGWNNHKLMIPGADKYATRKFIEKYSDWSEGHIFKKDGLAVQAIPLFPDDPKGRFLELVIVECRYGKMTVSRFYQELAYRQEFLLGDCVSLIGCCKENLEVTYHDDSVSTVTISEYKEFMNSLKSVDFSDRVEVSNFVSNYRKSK
SR-BI uptake up – activators of SR-BI mediated HDL lipid uptake. 0.096% of 320,000 active. CHO ldlA[mSR-BI] cells, DiI-HDL uptake fluorescence, 3 h; 100 = double the neutral-control signal. activation, % at 12.5 µM;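 active = mean replicate activation of at least 60% and every replicate at or above 60%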;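 note: 0% = median plate neutral-control signal and 100% = twice that signal; values of inactives mirror those of a sister screen read the other way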
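Test system: SR-BI-overexpressing, LDLR-lacking CHO cells. Measured by: DiI fluorescence, bottom read. Medium: Ham's F12 with 0.5% BSA, HEPES 25 mM, pH 7.4. Timing: 3 h uptake period with compound, 37 °C.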
HTR5A ag – activates human HTR5A in OPRM1-OPRD1 agonist counter-screen. P47898. HTR5A agonist assay, luminescence, cell-based. activation, % at 9.3 µM. 0.61% of 340,000 active. AID 504692; in the data active = activation mostly above about 9.5%, no sharp cut-off; inactive = mostly below about 7.6%;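 note: 0% = cells with vehicle only and 100% = reference agonist; strong numbers were not always called active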
Target sequence (P47898 whole entry, looked up): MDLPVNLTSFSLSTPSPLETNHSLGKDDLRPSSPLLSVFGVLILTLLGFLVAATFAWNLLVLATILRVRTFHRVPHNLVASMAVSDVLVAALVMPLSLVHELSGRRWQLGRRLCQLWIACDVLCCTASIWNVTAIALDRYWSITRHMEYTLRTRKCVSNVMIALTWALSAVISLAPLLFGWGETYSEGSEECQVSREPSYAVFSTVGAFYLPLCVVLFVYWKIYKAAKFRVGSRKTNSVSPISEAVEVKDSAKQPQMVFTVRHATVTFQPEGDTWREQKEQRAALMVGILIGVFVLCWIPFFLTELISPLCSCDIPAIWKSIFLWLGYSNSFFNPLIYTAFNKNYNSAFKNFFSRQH
CDK5 p35 inh – inhibitors of human CDK5/p35 kinase; inhibition, % at 10 µM; Recombinant CDK5/p35, ADP-Glo luminescence, 60 min; 0.01% of 330,000 active; Q00535+Q15078;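 active = highest replicate inhibition of at least 50% and at least 75% of replicates reaching 50%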;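 note: plate controls were DMSO neutral control for no effect and GW8510 at 10 µM for full effect; many of its hits are not listed in these tables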
RTF Ca sens act – increases calcium sensitivity of human cardiac regulated thin filaments | P19429+P45379 | IANBD-labeled TnC RTF fluorescence at EC20 calcium; 0% EC20 calcium, 100% full calcium | activation, % at 7.2 µM | 0.24% of 340,000 active | AID 493008;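 active = activation above the mean over all tested compounds plus 3 SD, cut at about 30% in these data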;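 note: rise in fluorescence read as greater calcium sensitivity of cardiac thin filaments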
PvdQ acylase – P. aeruginosa PvdQ acylase inhibition; 0.063% of 340,000 active; purified PvdQ acylase, fluorescence plate reader; inhibition, % at 10 µM; in the data active = inhibition above about 30%, passing the limit was not always enough;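 note: 0% = vehicle neutral wells and 100% = reference inhibitor wells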
* = called active by the depositor.

What do the screens show for `COc1ccc(S(=O)(=O)NCCN2CCOCC2)cc1[N+](=O)[O-]`?
Wnt bcat act: -0.4; MITF act: -9.3; dFosB activator: 4.0; SR-BI HDL uptake: -13.4; Rtt109 Vps75: 11.0; SR-BI uptake up: 13.4; HTR5A ag: -3.7; CDK5 p35 inh: 1.5; RTF Ca sens act: 13.7; PvdQ acylase: -27.6

What do the screens show for `Cc1ccc(-c2nnn(CC(=O)N3CCC(C)CC3)n2)o1`?
Wnt bcat act: 4.3; dFosB activator: 4.2; SR-BI HDL uptake: -8.6; Rtt109 Vps75: 5.5; SR-BI uptake up: 8.6; HTR5A ag: -2.4; CDK5 p35 inh: -2.7; RTF Ca sens act: 15.3; PvdQ acylase: -15.6

Results for O=C(CCn1c(=O)oc2ccccc21)N1CCN(C(c2ccccc2)c2ccccc2)CC1 ?
Wnt bcat act: -3.9; MITF act: 2.0; dFosB activator: -4.8; SR-BI HDL uptake: -3.2; Rtt109 Vps75: 6.4; SR-BI uptake up: 3.2; HTR5A ag: 6.2; CDK5 p35 inh: 1.2; RTF Ca sens act: -0.8; PvdQ acylase: -25.2

How did CCOC(=O)c1c(C)[nH]c(C)c1C(=O)CSc1nncs1 do in these assays?
Wnt bcat act: -0.3; MITF act: -11.6; dFosB activator: -1.5; SR-BI HDL uptake: -8.8; Rtt109 Vps75: -2.7; SR-BI uptake up: 8.8; HTR5A ag: 3.9; CDK5 p35 inh: -0.6; RTF Ca sens act: 0.7; PvdQ acylase: -10.4

Results for Cc1cc2ccccc2nc1-c1ccccc1F ?
Wnt bcat act: 2.1; MITF act: 14.9; dFosB activator: 4.7; SR-BI HDL uptake: 0.3; Rtt109 Vps75: 4.7; SR-BI uptake up: -0.3; HTR5A ag: 3.1; CDK5 p35 inh: -1.8; RTF Ca sens act: -6.2; PvdQ acylase: -9.2

What do the screens show for `CC(=O)O[C@H]1CC(=O)OC(C)(C)C2CC(=O)[C@]3(C)C(CC[C@@](C)([C@@H](O[C@@H]4O[C@H](CO)[C@@H](O)[C@H](O)[C@H]4O)c4ccoc4)[C@@]34O[C@@H]4C(=O)O)[C@]21C` (stereo partly drawn)?
Wnt bcat act: -1.4; MITF act: -6.4; dFosB activator: -1.0; SR-BI HDL uptake: -10.9; Rtt109 Vps75: -0.9; SR-BI uptake up: 10.9; HTR5A ag: -2.8; CDK5 p35 inh: -0.6; RTF Ca sens act: 5.6; PvdQ acylase: -13.3

How did O=C(C(=O)c1ccc(O)c(O)c1)c1ccc(O)c(O)c1 do in these assays?
Wnt bcat act: 0.7; MITF act: -5.7; dFosB activator: 6.7; SR-BI HDL uptake: -12.0; Rtt109 Vps75: -3.0; SR-BI uptake up: 12.0; HTR5A ag: -1.5; CDK5 p35 inh: -5.7; RTF Ca sens act: -2.7; PvdQ acylase: -4.4

What do the screens show for `CC/C(=N\NC(=O)c1nnn(-c2nonc2N)c1-c1cccc(OC)c1)c1ccc(C)cc1`?
Wnt bcat act: 3.0; MITF act: -2.5; dFosB activator: -3.5; SR-BI HDL uptake: 30.5; Rtt109 Vps75: -1.4; SR-BI uptake up: -30.5; HTR5A ag: 1.6; CDK5 p35 inh: -2.9; RTF Ca sens act: -8.0; PvdQ acylase: 1.9

How did COc1ccc2c(=O)c(-c3ccccc3)coc2c1 do in these assays?
Wnt bcat act: 2.3; dFosB activator: 1.6; SR-BI HDL uptake: -7.2; Rtt109 Vps75: -4.1; SR-BI uptake up: 7.2; HTR5A ag: 0.1; CDK5 p35 inh: 0.4; RTF Ca sens act: 1.8; PvdQ acylase: -10.4

Results for COc1ccc(CC(=O)Nc2ccc3c(c2)CCC3)cc1S(=O)(=O)N1CCOCC1 ?
dFosB activator: -5.2; SR-BI HDL uptake: 18.5; Rtt109 Vps75: 14.3; SR-BI uptake up: -18.5; HTR5A ag: -1.1; CDK5 p35 inh: -0.3; RTF Ca sens act: -6.8; PvdQ acylase: -5.9

What do the screens show for `COc1ccc(Cn2c(=O)[nH]c3cc(C(=O)NC4CCCC4)ccc3c2=O)cc1`?
Wnt bcat act: 0.1; MITF act: 11.7; dFosB activator: 1.5; Rtt109 Vps75: -2.2; HTR5A ag: -4.4; CDK5 p35 inh: 0.8; RTF Ca sens act: -2.2; PvdQ acylase: -3.9

Results for Cc1ccc(NC(=O)C2C3CCCC2C3c2ccccc2)cc1C (stereo not drawn) ?
Wnt bcat act: -0.5; MITF act: -0.9; dFosB activator: 9.6; SR-BI HDL uptake: 2.2; Rtt109 Vps75: -7.7; SR-BI uptake up: -2.2; HTR5A ag: -5.3; CDK5 p35 inh: -0.2; RTF Ca sens act: -0.2; PvdQ acylase: 4.0

What do the screens show for `O=C(Nc1ccccn1)C1(c2cccs2)CCOCC1`?
Wnt bcat act: -1.2; MITF act: -1.1; dFosB activator: -1.4; SR-BI HDL uptake: -18.8; Rtt109 Vps75: 6.9; SR-BI uptake up: 18.8; HTR5A ag: 1.2; CDK5 p35 inh: 1.4; RTF Ca sens act: -2.6; PvdQ acylase: 2.2

Results for C=CCNC(=S)N(Cc1ccccc1)Cc1ccccc1 ?
Wnt bcat act: -1.0; MITF act: 0.7; dFosB activator: -5.2; SR-BI HDL uptake: 18.6; Rtt109 Vps75: 2.1; SR-BI uptake up: -18.6; HTR5A ag: -0.8; CDK5 p35 inh: 0.2; RTF Ca sens act: -3.6; PvdQ acylase: -12.0

Results for Cc1cccc(C)c1C(=NCCCN(C)C)c1ccccc1 ?
MITF act: 11.0; dFosB activator: 0.1; SR-BI HDL uptake: -8.2; Rtt109 Vps75: -10.7; SR-BI uptake up: 8.2; HTR5A ag: -3.5; CDK5 p35 inh: -1.5; RTF Ca sens act: 1.5; PvdQ acylase: -10.6

Results for O=C(CS(=O)(=O)c1ccccc1)Nc1ccccn1 ?
Wnt bcat act: 0.6; MITF act: -1.8; dFosB activator: -1.5; SR-BI HDL uptake: 6.3; Rtt109 Vps75: 1.8; SR-BI uptake up: -6.3; HTR5A ag: -4.0; CDK5 p35 inh: -3.5; RTF Ca sens act: -2.9; PvdQ acylase: -9.1

What do the screens show for `CCN(C(=O)C1CCCCC1)c1nnc(-c2cccnc2)s1`?
Wnt bcat act: 1.3; MITF act: 8.0; dFosB activator: -6.4; SR-BI HDL uptake: 15.1; SR-BI uptake up: -15.1; HTR5A ag: 7.7; CDK5 p35 inh: -0.2; RTF Ca sens act: -9.3; PvdQ acylase: 9.5

What do the screens show for `CC(=O)Nc1ccc(S(=O)(=O)C(C#N)c2nc3ccccc3nc2NCCN2CCOCC2)cc1` (stereo not drawn)?
Wnt bcat act: -1.1; MITF act: 0.6; dFosB activator: -0.2; SR-BI HDL uptake: -10.6; Rtt109 Vps75: -42.1; SR-BI uptake up: 10.6; HTR5A ag: 1.1; CDK5 p35 inh: 0.5; RTF Ca sens act: -3.7; PvdQ acylase: 6.8

How did c1ccc(Cc2noc(CN3CCN(CCOc4ccccc4)CC3)n2)cc1 do in these assays?
Wnt bcat act: -5.8; MITF act: -2.3; dFosB activator: -2.6; SR-BI HDL uptake: -20.9; Rtt109 Vps75: 1.0; SR-BI uptake up: 20.9; HTR5A ag: -1.8; CDK5 p35 inh: 0.5; RTF Ca sens act: -2.1; PvdQ acylase: -5.2

What do the screens show for `O=S(=O)([N-]c1nc2ccccc2nc1-[n+]1ccc(Cc2ccccc2)cc1)c1ccc(Br)s1`?
Wnt bcat act: 88.3*; dFosB activator: -8.3; HTR5A ag: 6.4; CDK5 p35 inh: 1.6; RTF Ca sens act: 3.4; PvdQ acylase: 2.3

What do the screens show for `O=C(COc1ccc(Cl)cc1Cl)NCCCN1CCOCC1`?
MITF act: -3.6; dFosB activator: -4.0; SR-BI HDL uptake: 1.8; Rtt109 Vps75: 0.4; SR-BI uptake up: -1.8; HTR5A ag: -1.5; CDK5 p35 inh: 3.0; RTF Ca sens act: 1.0; PvdQ acylase: -13.8

How did Cc1cc(C)c(C)c(S(=O)(=O)N2CCC(C(=O)OCC(=O)N3c4ccccc4NC(=O)C3(C)C)CC2)c1C do in these assays?
Wnt bcat act: -7.4; MITF act: 1.6; dFosB activator: -8.9; SR-BI HDL uptake: 51.7; Rtt109 Vps75: 4.3; SR-BI uptake up: -51.7; HTR5A ag: -0.8; CDK5 p35 inh: -1.3; RTF Ca sens act: 1.1; PvdQ acylase: -10.7

How did O=C(COC(=O)C1(c2cccc(F)c2)CCCC1)NCc1ccc2c(c1)OCO2 do in these assays?
Wnt bcat act: -4.3; MITF act: -6.0; dFosB activator: -10.5; SR-BI HDL uptake: -13.3; Rtt109 Vps75: 7.1; SR-BI uptake up: 13.4; HTR5A ag: -0.4; CDK5 p35 inh: -0.5; RTF Ca sens act: 1.6; PvdQ acylase: -9.6

How did COc1cccc(NC(=O)C2C3C=CC4(O3)C2C(=O)N(CCCN2CCC(C)CC2)C4C(=O)NC2CCCCC2)c1 (stereo not drawn) do in these assays?
Wnt bcat act: -1.7; MITF act: -0.4; dFosB activator: -7.7; SR-BI HDL uptake: -7.9; Rtt109 Vps75: 2.0; SR-BI uptake up: 7.9; HTR5A ag: 0.7; CDK5 p35 inh: -0.2; RTF Ca sens act: -1.7; PvdQ acylase: -7.4

Results for O[C@@H](CNC[C@H](O)c1ccccc1)c1ccccc1 ?
Wnt bcat act: -28.3; MITF act: -2.0; dFosB activator: -3.7; SR-BI HDL uptake: -16.3; Rtt109 Vps75: 3.5; SR-BI uptake up: 28.0; HTR5A ag: 10.1; CDK5 p35 inh: 1.4; RTF Ca sens act: -7.0; PvdQ acylase: -11.1

What do the screens show for `COc1ccccc1NC(=O)CC1S/C(=N/N=C2\CCCc3ccccc32)NC1=O` (stereo not drawn)?
Wnt bcat act: -0.2; MITF act: -8.7; dFosB activator: 12.6; SR-BI HDL uptake: 68.1; Rtt109 Vps75: -2.9; SR-BI uptake up: -68.1; HTR5A ag: -1.8; CDK5 p35 inh: -2.9; RTF Ca sens act: 0.3; PvdQ acylase: -4.5

How did Cc1ccccc1-c1nc(SCc2cccnc2)c2c(=O)n(C)c(=O)n(C)c2n1 do in these assays?
Wnt bcat act: 0.0; MITF act: -5.3; dFosB activator: -6.3; SR-BI HDL uptake: -2.7; Rtt109 Vps75: 0.2; SR-BI uptake up: 2.7; HTR5A ag: -2.2; CDK5 p35 inh: -1.4; RTF Ca sens act: 4.8; PvdQ acylase: -8.5

How did CC(C)C[C@H](NC(=O)OC(C)(C)C)C(=O)N/N=C/c1ccc2nccnc2c1 do in these assays?
MITF act: -9.8; dFosB activator: -1.2; SR-BI HDL uptake: 1.7; Rtt109 Vps75: 19.1; SR-BI uptake up: -1.7; HTR5A ag: 2.3; CDK5 p35 inh: -0.2; RTF Ca sens act: 0.6; PvdQ acylase: 0.1

What do the screens show for `CCn1c(SCC(=O)Nc2sc3c(c2C#N)CCCC3)nnc1-c1ccco1`?
MITF act: 1.2; dFosB activator: -10.3; SR-BI HDL uptake: -7.2; Rtt109 Vps75: -4.9; SR-BI uptake up: 7.2; HTR5A ag: 0.8; CDK5 p35 inh: -0.1; RTF Ca sens act: -2.4; PvdQ acylase: -8.6

Results for C=CCc1cc(C=O)cc(OC)c1OCc1c(Cl)cccc1Cl ?
MITF act: -0.7; dFosB activator: -8.4; SR-BI HDL uptake: 21.3; Rtt109 Vps75: -0.4; SR-BI uptake up: -21.3; HTR5A ag: 6.4; CDK5 p35 inh: -1.2; RTF Ca sens act: -2.7; PvdQ acylase: -4.8

Bioassay records from PubChem BioAssay.
